KCNQ2 block = KCNQ2 potassium channel inhibitors, primary screen, cell-based, CHO-K1, FluxOR thallium flux, B-score (AID 2156); Potassium voltage-gated channel subfamily KQT member 2 (Rattus norvegicus), O88943; 20 min; active compounds read low; B-score at 10 µM; 310,000 compounds, 1.1% hits;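 active = fluorescence ratio B-score at most minus 3 library SDs, with starting brightness B-score within 2 library SDs, cut at about -5.5 in these data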
CHT inh = inhibitors of human choline transporter CHT; CHT-expressing cells, membrane potential dye, choline response; active compounds read low; High affinity choline transporter 1 (Homo sapiens), Q9GZV3; 310,000 compounds, 0.86% hits; B-score at 10 µM;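 active = B-score over 3 SD under the library average, and starting fluorescence ratio not unusually high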;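 also: choline stimulus applied at its EC90 after an EC20 pre-addition; B-score computed on integrated fluorescence ratio after choline addition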
Target sequence (Q9GZV3 whole entry, looked up): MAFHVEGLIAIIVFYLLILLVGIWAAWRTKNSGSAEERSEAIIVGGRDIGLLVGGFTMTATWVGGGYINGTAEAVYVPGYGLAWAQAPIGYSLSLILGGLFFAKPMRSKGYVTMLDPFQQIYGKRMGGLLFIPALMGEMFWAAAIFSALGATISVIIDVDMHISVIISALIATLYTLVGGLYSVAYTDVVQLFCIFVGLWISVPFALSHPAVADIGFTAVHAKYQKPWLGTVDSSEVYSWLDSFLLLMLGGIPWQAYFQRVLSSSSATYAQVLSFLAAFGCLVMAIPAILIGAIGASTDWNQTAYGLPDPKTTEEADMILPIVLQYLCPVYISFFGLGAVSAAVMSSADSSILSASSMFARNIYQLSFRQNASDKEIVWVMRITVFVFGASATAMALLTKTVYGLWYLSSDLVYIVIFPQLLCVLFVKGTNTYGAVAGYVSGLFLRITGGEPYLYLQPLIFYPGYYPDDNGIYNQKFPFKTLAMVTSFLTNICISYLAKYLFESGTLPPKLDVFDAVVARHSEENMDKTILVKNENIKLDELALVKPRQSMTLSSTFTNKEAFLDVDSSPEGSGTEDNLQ
Kir21 inh = inhibitors of mouse Kir2.1 inward-rectifier potassium channel | Inward rectifier potassium channel 2 (Mus musculus), P35561 | HEK293-Kir2.1, FluxOR thallium flux fluorescence; active compounds read low | B-score at 10 µM | 310,000 compounds, 0.85% hits;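 active = fluorescence ratio B-score at or below minus 3 SD of library scores, with starting-brightness B-score within 2 SD, cut at about -4.2 in these data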;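 also: channel flux triggered by added potassium and thallium sulfate stimulus; B-score of peak minus minimum fluorescence over baseline after thallium stimulus; more negative B-score means stronger Kir2.1 block with less thallium influx; some compounds called inactive have numbers as strong as hits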
Target sequence (P35561 whole entry, looked up): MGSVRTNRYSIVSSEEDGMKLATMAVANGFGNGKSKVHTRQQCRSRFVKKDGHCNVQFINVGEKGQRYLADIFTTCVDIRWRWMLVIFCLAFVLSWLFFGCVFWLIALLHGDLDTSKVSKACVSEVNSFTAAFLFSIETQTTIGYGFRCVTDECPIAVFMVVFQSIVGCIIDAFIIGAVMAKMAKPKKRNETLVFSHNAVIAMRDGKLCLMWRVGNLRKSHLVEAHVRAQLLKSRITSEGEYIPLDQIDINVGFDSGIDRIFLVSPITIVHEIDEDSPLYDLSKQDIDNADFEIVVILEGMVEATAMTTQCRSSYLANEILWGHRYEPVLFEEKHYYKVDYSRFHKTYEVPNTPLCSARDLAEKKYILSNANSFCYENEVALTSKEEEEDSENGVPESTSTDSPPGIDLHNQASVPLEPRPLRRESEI
An asterisk follows results filed as active; i = inactive; / = not tested or not shown. The order is random. About 2.6% of those tested had a hit in this group.

CHT inh	Kir21 inh	KCNQ2 block	Molecule
i	-0.45	i	CCOC(=O)c1ccc(NC(=O)CSc2nnc(-c3ccncc3)n2C)cc1
i	-1.2	i	CCOc1ccc(S(=O)(=O)N2CCC(C(=O)OCc3ccc(OC)cc3)CC2)cc1
i	0.41	i	NC(=O)N=Nc1c(O)n(Cc2ccccc2)c2ccc(Br)cc12
i	1.1	i	O=C1CCC(C(=O)N2CCCC(N3CCN(c4cccc(C(F)(F)F)c4)CC3)C2)=NN1 (stereo unspecified)
i	-1.3	i	O=C(Cc1cccs1)Nc1ccc(S(=O)(=O)N2CCCC2)cc1
i	0.57	i	CCc1n(CC(O)COCc2ccccc2)c2ccccc2[n+]1C (stereo unspecified)
i	-0.09	i	FC(F)(F)c1ccc(Cl)c(-n2c(-c3cc(C4CC4)[nH]n3)n[nH]c2=S)c1
i	0.06	i	O=C(NC(CO)C(O)c1ccc([N+](=O)[O-])cc1)C(Cl)Cl (stereo unspecified)
i	0.06	i	CCCCOC(=O)C1CCCC(C(=O)OCCCC)N1 (stereo unspecified)
i	-0.25	i	S=C(Cc1ccc(Cl)cc1)N1CCOCC1
i	-1.7	i	O=C1NC(=Nc2ccc(O)cc2)S/C1=C\C=C\c1ccco1
i	1.1	i	CC(C(=O)NC(=O)NC1CCCCC1)N(C)CC(=O)Nc1ccc(F)c(F)c1F (stereo unspecified)
i	-1.3	i	CCOc1ccc(Cc2nc(C)c(CC(=O)N3CCOCC3)c(=O)[nH]2)cc1
i	1.4	i	O=C(c1cccs1)N1CCc2ccccc21
i	0.15	i	COC(=O)C(Cc1ccccc1)NC(=O)CC(C)CC(=O)Nc1ccc(OC)cc1OC (stereo unspecified)
i	0.02	i	Cc1nc2ccccc2c2oc(C(=O)NCC3CCCO3)cc12 (stereo unspecified)
i	0.73	i	CCc1cccc(CC)c1NC(=O)C1CCN(C(=O)c2ccco2)CC1
i	-0.57	i	CCNS(=O)(=O)c1ccc(NC(=O)CC(C)c2ccccc2)cc1 (stereo unspecified)
i	0.33	i	CCOC(=O)c1c(NC(=O)COC(=O)CC(NC(C)=O)c2ccccc2)sc(C(=O)NC)c1C (stereo unspecified)
i	0.38	i	CC(=O)Nc1ccc(Sc2ccccc2C(=O)Nc2ccc(F)cc2)cn1
i	-1.3	i	Cc1ccccc1NS(=O)(=O)c1cc(S(C)(=O)=O)ccc1C
i	0.36	i	CCCCCCC(=O)Oc1cccc(N2C(=O)C3CCCCC3C2=O)c1 (stereo unspecified)
i	-1	i	CCOc1c2ccc(C(=O)NCc3ccc4c(c3)OCO4)cc2nn1CCOC
i	-0.72	i	O=C(N1CCc2[nH]c3ccccc3c2C1)C(F)(F)F
i	0.67	i	Cc1cccc(C(=O)N2CCN(Cc3nc4sc5c(c4c(=O)[nH]3)CCCC5)CC2)c1
i	0.75	i	CC1(C)Cc2c(cnn2-c2ccccc2)C(=O)/C1=N\NC(=O)c1ccccc1O
i	4.5	i	O=C(CSc1nc(-c2ccccc2)cs1)N1CCN(C(=O)c2ccco2)CC1
i	-0.37	i	CCc1ccc(N2C(=O)CC(N3CCN(Cc4ccc5c(c4)OCO5)CC3)C2=O)cc1 (stereo unspecified)
i	1.8	i	CCOC(=O)c1cnc2c(-c3ccccc3)cnn2c1C
i	0.93	i	CCCCN=C1NN=C(c2ccc(C)c(C)c2)CS1
i	-0.57	i	COc1ccc(/C(C)=N/NC(=O)CNC(=O)/C=C\c2ccccc2)c(OC)c1
i	0.54	i	COc1cc(/C=C/C(=O)N2CCN(Cc3ccccc3)CC2)cc(OC)c1OC
i	0.61	i	Cn1nc(CC(=O)NC2CCCCCCCCCCC2)c2ccccc2c1=O
i	-0.77	i	O=C(Nc1ccc(-c2csc(Nc3ccccc3)n2)cc1)c1cccc(C(F)(F)F)c1
i	-0.24	i	CCOc1ccc(C2c3c(oc4cc(C)c(C)cc4c3=O)C(=O)N2CCCN2CCOCC2)cc1 (stereo unspecified)
i	1.9	i	CC(C)(C)n1nnnc1SCC(=O)Nc1nn(-c2ccccc2)nc1C(N)=O
i	1.1	i	Nc1cc(Cl)ccc1Oc1ccc2ccccc2c1
i	0.78	i	CN(C)c1ccc(C(C(=O)NCC2CCCO2)N(C(=O)c2snc(C(N)=O)c2N)c2ccc3c(c2)OCO3)cc1 (stereo unspecified)
i	0.07	i	CCOc1ccc(Br)cc1S(=O)(=O)NC1CC(C)(C)NC(C)(C)C1
i	1.1	i	CC(=O)c1cccc(N(CC(=O)Nc2ccccc2F)S(C)(=O)=O)c1
i	-0.96	i	Nc1cc(N2CCCC2)c(Cl)cc1[N+](=O)[O-]
i	0.15	i	CCOc1cc2[nH]c(=O)n(CCCCCC(=O)NC3CCCC3)c(=O)c2cc1OCC
i	0.24	i	CC(C)NCC(O)COc1ccc(CCOCC2CC2)cc1 (stereo unspecified)
i	-0.32	i	CCC(NC(=O)c1[nH]c(C)c(C(C)=O)c1C)c1ccc(Br)cc1 (stereo unspecified)
i	-0.01	i	COc1ccc(-c2nnc(Nc3nc4c(OC)cccc4s3)o2)cc1
i	1.1	i	Cc1ccc(CN2C(=O)C3CCCN3c3ccc(S(=O)(=O)N4CCOCC4)cc32)cc1 (stereo unspecified)
i	-1.2	i	Cn1cnnc1SCC(=O)N1CCN(C(=O)c2ccco2)CC1
i	0.75	i	COc1c2ccoc2nc2c(OC)c(OCC(OC(C)=O)C(C)(C)O)ccc12 (stereo unspecified)
-6.3*	1.7	i	COCCN(C(=O)CSc1nnc(-c2ccc(C)c(C)c2)o1)c1c(N)n(CC(C)C)c(=O)[nH]c1=O
i	1.1	i	O=C(NC(NC(=S)Nc1ccccc1C(=O)O)C(Cl)(Cl)Cl)c1ccco1 (stereo unspecified)
i	1.4	i	COC(=O)c1ccc(Cl)c(NC(=O)CN(c2ccc3c(c2)OCO3)S(C)(=O)=O)c1
i	0.23	i	Cc1ccc(SCc2cc(=O)n3ccsc3n2)c(C)c1
i	2.4	i	Cc1ccc(O)c(-c2cc(C(F)(F)F)[nH]n2)c1
i	-0.05	i	Cc1ccc(S(=O)(=O)CCC(=O)OCC(=O)NCc2ccc(Cl)cc2)cc1
i	0.13	i	Cc1c(C(=O)Nc2c(F)cccc2F)sc2ncnc(N3CCN(c4ccccc4)CC3)c12
i	-1.6	i	CN1CCC(OC(=O)c2ccc(Cl)cc2Cl)CC1
i	-2.1	i	O=C(O)c1ccccc1C(=O)NC1Cc2ccccc2C1
i	0.88	i	C=CCN1C(=O)/C(=C2/Sc3ccc(OC)cc3N2C)SC1=Nc1ccccc1
i	1.8	i	CSc1ccc(CCNC(=O)CCc2nnc3ccc(NCCCN4CCCC4=O)nn23)cc1
i	-0.41	i	COc1ccc(C2(c3ccc(OC)cc3)NC(=O)N(CC(=O)Nc3ccccc3C(F)(F)F)C2=O)cc1

New compounds follow
CHT inh	Kir21 inh	KCNQ2 block	Molecule
i	-3.3	i	COCCCNC(=O)N1c2ccccc2Sc2ccccc21
i	-3.2	i	COc1ccc(C(=O)Nc2ccc(CN3CCCCC3)cc2)cc1
i	2	i	O=[N+]([O-])c1ccc2c(c1)nc1n2CCN(CC2CCCO2)C1 (stereo unspecified)
i	0.53	-11*	O=C(CCn1c(=O)oc2ccccc21)N(Cc1ccccc1)c1ccccc1
i	-1.1	i	Cc1cc(S(=O)(=O)Nc2ccc(C(=O)NCC(c3ccco3)N(C)C)cc2)ccc1F (stereo unspecified)
i	-1.5	i	Cc1ccc(CO/N=C/c2c(O)cc(C)oc2=O)cc1
i	-0.67	i	O=C(CN1CCCC1)Nc1ccc(OCc2ccccc2)cc1
i	0.05	i	COc1ccc(Cc2nc3ccc(C(=O)NCc4ncc(C)[nH]4)cc3o2)cc1OC
i	-0.05	i	CS(=O)(=O)N(CC(=O)Nc1ccc2c(c1)OCO2)c1ccccc1
i	2	i	NC1=NC(c2ccccc2)=NC1(NC(=O)c1ccccc1)C(Cl)Cl (stereo unspecified)
i	-2.5	i	OC(CNC1Cc2ccccc2C1)COc1ccc(F)cc1 (stereo unspecified)
i	1.4	i	O=C(c1ccc(Br)o1)N1CCN(c2ccc3nnc(-c4ccccc4)n3n2)CC1
i	1.6	i	O=[N+]([O-])c1ccccc1/C=C/CN1CCN(Cc2ccc3c(c2)OCO3)CC1
i	0.35	i	CN(C)C(CNS(=O)(=O)c1ccc(Cl)cc1)c1cccnc1 (stereo unspecified)
i	-1.3	i	Cc1nnc(NC(=O)CCCCCN2C(=O)C3C4C=CC(C4)C3C2=O)s1 (stereo unspecified)
i	0.23	i	CCC1CN(C(=O)N2CCC(C(=O)NCc3cccc(F)c3)CC2)c2ccccc2O1 (stereo unspecified)
i	0.07	i	CC(C(=O)Nc1cccc([N+](=O)[O-])c1)N1CCN(C/C=C/c2ccccc2)CC1 (stereo unspecified)
i	-0.5	i	CC(=O)Nc1ccc(NC(=O)c2c(-c3ccccc3Cl)noc2C)c(C)c1
i	-0.05	i	COc1ccccc1C(=O)Nc1cccnc1
i	-0.22	i	COc1ccc(NC(=O)c2ccccc2NS(=O)(=O)c2ccc(C)cc2)c([N+](=O)[O-])c1
i	1.8	i	CCOc1ccc(C(=O)NC(C(=O)NCC2CCCO2)C(C)C)cc1 (stereo unspecified)
i	0.13	i	Cc1cc2oc(=O)cc(CN3CCN(Cc4ccc5c(c4)OCO5)CC3)c2cc1C
i	2.9	i	O=C(c1ccccc1)N1CCN(S(=O)(=O)c2ccccc2)CC1
i	0.51	i	O=C(Nc1ccc(F)cc1)NC1CCCCC1
i	-0.79	i	Cc1ccc(S(=O)(=O)N2CCCCC2CCNC(=O)C(=O)NC2CCCC2)cc1 (stereo unspecified)
i	0.07	i	CSc1nc(C)cc(-n2ccc(=O)[nH]c2=O)n1
i	1.2	i	Cc1nnc(NC(=O)c2cc(-c3ccco3)nc3ccccc23)s1
i	0.04	i	COC(=O)c1noc(C)c1-c1ccnn1C(=O)c1ccc(Cl)cc1
i	2	i	COc1ccc(Cc2nn3c(-c4ccccc4OC)nnc3s2)cc1
i	-0.82	i	Cc1cc(C(=O)COC(=O)c2ccc[nH]c2=O)c(C)n1-c1ccc(F)cc1

Overlap with the part before: five entries, then new ones.
CHT inh	Kir21 inh	KCNQ2 block	Molecule
i	0.07	i	CSc1nc(C)cc(-n2ccc(=O)[nH]c2=O)n1
i	1.2	i	Cc1nnc(NC(=O)c2cc(-c3ccco3)nc3ccccc23)s1
i	0.04	i	COC(=O)c1noc(C)c1-c1ccnn1C(=O)c1ccc(Cl)cc1
i	2	i	COc1ccc(Cc2nn3c(-c4ccccc4OC)nnc3s2)cc1
i	-0.82	i	Cc1cc(C(=O)COC(=O)c2ccc[nH]c2=O)c(C)n1-c1ccc(F)cc1
i	0.08	i	Clc1ccc(-c2cc(-c3nnc4n3CCCCC4)c3ccccc3n2)cc1
i	0.53	i	O=C1CNC(=S)N1CCc1ccc(O)c(O)c1
i	0.31	i	C#CCNC(=O)C1=C[C@H](c2coc3ccccc3c2=O)[C@@H](CCCO)[C@H](OCC)O1
i	1.9	i	CNc1cc(N2CCCC2)ccc1[N+](=O)[O-]
i	1.2	i	Cc1onc(-c2ccccc2)c1C(=O)Nc1sc2c(c1C#N)CCC(C)C2 (stereo unspecified)
i	0.07	i	CCCCNC(=S)NNC(=O)c1cc(-c2cccnc2)nc2ccccc12
i	-1	i	c1ccc(-c2nc(NCCCn3ccnc3)c3ccccc3n2)cc1
i	0.68	i	COC(=O)c1cccc(-n2c(CCC(=O)O)ccc2-c2cccs2)c1
i	-1.3	i	CC(C)Oc1ccccc1-c1cc(C(=O)N/N=C/c2cccnc2)c2ccccc2n1
i	-2.2	i	CCN(CCn1cccn1)C(=O)c1cc(COc2cc(C)ccc2C)on1
i	0.55	i	N#CC(=NCc1cccnc1)C1=C(O)c2ccccc2C1=O
i	-0.1	i	COCCNC(=S)N/N=C(\C)c1ccc(-n2ccnc2)cc1
i	-1.4	i	Cc1ccc(Cc2nc(-c3cccc(C)c3)no2)cc1
/	1.8	i	Cc1ccc(S(=O)(=O)N(CC(=O)Nc2ccc(Cl)cc2)C(=O)N2CCN(C)CC2)cc1
i	2	i	COc1ccc(C(=O)NCCS(=O)(=O)N(C)Cc2ccccc2)cc1
i	-0.67	i	COc1ccccc1CN1CCN(Cc2nc(-c3ccccc3)no2)CC1
i	-0.96	i	COc1ccc(S(=O)(=O)N2CCN(C)CC2)cc1NC(=O)c1ccccc1C
i	-0.6	i	CCC(=O)Nc1ccc2c(c1)nc(CCN1CCN(C)CC1)n2C
i	-1.1	i	O=S(=O)(c1cc(Cl)c(Cl)cc1Cl)N1CCN2CCCC2C1 (stereo unspecified)
i	-0.57	i	Cc1ccc(S(=O)(=O)Nc2nc3ccccc3nc2NCC2CCCO2)cc1C (stereo unspecified)

Quoted at random: 5 records from the list.
CHT inh	Kir21 inh	KCNQ2 block	Molecule
i	0.55	i	N#CC(=NCc1cccnc1)C1=C(O)c2ccccc2C1=O
i	-0.6	i	CCC(=O)Nc1ccc2c(c1)nc(CCN1CCN(C)CC1)n2C
i	-1.3	i	CC(C)Oc1ccccc1-c1cc(C(=O)N/N=C/c2cccnc2)c2ccccc2n1
i	0.53	i	O=C1CNC(=S)N1CCc1ccc(O)c(O)c1
i	0.08	i	Clc1ccc(-c2cc(-c3nnc4n3CCCCC4)c3ccccc3n2)cc1
